Source: PubChem BioAssay
RXFP1 antagonist = RXFP1 (human) relaxin receptor antagonism; AID 1259400; HEK293-RXFP1, relaxin-stimulated cAMP HTRF, 30 min; hits give low values; activity change, negative = inhibition, % at 57.5 µM; Q9HBX9; 0.59% of 350,000 active;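 active = activity change of -60% or lower, but not beyond a set lower limit; inconclusive = change between -60% and -40%, or beyond the set limit; inactive = change above -40%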; also: % is scaled to controls: 0 for no effect and ±100 for the full control effect
Target sequence (Q9HBX9 whole entry, looked up): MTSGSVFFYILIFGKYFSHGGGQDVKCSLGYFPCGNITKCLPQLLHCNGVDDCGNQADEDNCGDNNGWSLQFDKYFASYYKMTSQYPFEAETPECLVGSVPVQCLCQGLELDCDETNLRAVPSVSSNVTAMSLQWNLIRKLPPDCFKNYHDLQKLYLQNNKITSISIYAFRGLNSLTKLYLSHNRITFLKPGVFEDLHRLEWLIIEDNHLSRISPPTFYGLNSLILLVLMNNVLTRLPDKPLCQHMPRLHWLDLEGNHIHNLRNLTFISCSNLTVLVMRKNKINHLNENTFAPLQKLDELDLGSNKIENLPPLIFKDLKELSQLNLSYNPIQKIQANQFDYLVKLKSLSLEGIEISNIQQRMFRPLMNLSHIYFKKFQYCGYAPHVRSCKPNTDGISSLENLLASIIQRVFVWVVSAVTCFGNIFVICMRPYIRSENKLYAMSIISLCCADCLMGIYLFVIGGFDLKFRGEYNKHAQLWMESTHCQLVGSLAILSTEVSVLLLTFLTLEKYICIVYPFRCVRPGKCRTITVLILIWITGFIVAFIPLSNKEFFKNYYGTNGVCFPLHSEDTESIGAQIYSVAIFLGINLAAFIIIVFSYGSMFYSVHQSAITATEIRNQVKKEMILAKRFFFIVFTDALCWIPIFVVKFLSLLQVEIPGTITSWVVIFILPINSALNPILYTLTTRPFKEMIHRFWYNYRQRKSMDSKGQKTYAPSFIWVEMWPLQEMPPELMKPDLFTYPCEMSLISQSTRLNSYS
Vif-APOBEC3F blk = blocks the Vif interaction with APOBEC3F; HeLa A3F-eYFP + Vif (tagged APOBEC3F with the HIV-1 protein that degrades it), YFP fluorescence increase; Potency, µM (highest dose often 46.1 µM), for the others: top-dose activity, negative = active; 0.2% of 390,000 active; also: potency is read from the fitted curve at half-maximal effect; % of control where 0% means no effect; nearly all actives have a fitted effect of over 65% in size
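HeLa cells stably expressing A3F-eYFP plus Vif, plated and incubated overnight at 37 deg C, then exposed to compounds overnight at 37 deg C. Blocked degradation read as raised yellow fluorescence (Ex 488/Em 500-530).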
Vif-APOBEC3G blk = inhibitors of Vif-APOBEC3G interaction; 0.076% of 410,000 active; Potency, µM (titrated, usually from 46.1 µM), inactives show at the top dose activity, negative = active, hits mostly inhibitors; HeLa A3G-eYFP + Vif (tagged APOBEC3G with the HIV-1 protein that degrades it), YFP fluorescence, overnight; Q9HC16;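 also: potency is read from the fitted curve at half-maximal effect; % is scaled to controls: 0 for no effect and ±100 for the full control effect; nearly all actives have a fitted effect of over 60% in size; hits raise eYFP signal because A3G escapes Vif-driven loss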
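Read-out is eYFP fluorescence (Ex 488/Em 500-530) from Vif-expressing HeLa A3G-eYFP cells; more signal means A3G escaped Vif-mediated degradation. Cells plated overnight, compound pinned in, incubated overnight at 37 deg C.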
Glioma ERSR ind = ER stress response induction in glioma | U87-MG GRP78 promoter luciferase reporter, 16 h | Potency, µM, without a hit: at the top dose activation, usual class: activators | 0.02% of 420,000 active; also: potency is read from the fitted curve at half-maximal effect; series mostly up to about 76 µM; % of control where 0% means no effect; nearly all actives have a fitted effect of over 35% in size
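Stably transfected U87-MG human glioma cells carrying a GRP78-based luminescent sensor were seeded at 1000 cells/well, pin-dosed with compounds and incubated 16 h. Luciferase reagent was then added, and end-point luminescence was read after 10 min at room temperature.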
An asterisk follows results filed as active; ? = inconclusive; / = no result given; & = joins results of further samples. Unless noted, calls follow the shape of the dose curve; as a rule, active = well fitted curve in the direction sought with a large enough effect; inconclusive = small, poorly fitted or top-dose-only effect, or another doubt; inactive = no such curve, though single readings can be large; an effect the other way counts as inactive or inconclusive. Not all compounds are listed, so the mix of outcomes need not match the whole.

Screens by letter: A = RXFP1 antagonist; B = Vif-APOBEC3F blk; C = Vif-APOBEC3G blk; D = Glioma ERSR ind
1. C=C(C)[C@@H]1[C@H]2OC(=O)[C@H]1[C@]1(O)C[C@H]3O[C@]34C(=O)O[C@H]2[C@]14C
  A = / | B = -0.3% | C = 0.7% | D = -2.8%

2. CCOC(=O)[C@]12Cc3cc(C)ccc3[C@H]1N(Cc1ccccc1)C(=O)c1ccccc12
  A = / | B = 4.7% | C = -3.3%&-2.0% | D = -4.1%&-2.5%

3. CCOC(=O)[C@@H]1[C@H]2COc3ccc(Br)cc3[C@H]2N2C(=O)N(c3cccc(C)c3)C(=O)[C@]12C
  A = / | B = -3.2% | C = -11.0% | D = -5.1%

4. COC(=O)C1=C(c2cc3ccccc3s2)C[C@@H]2CC[C@H]1N2C(=O)NCCCOC(C)C
  A = / | B = 5.5% | C = 1.4% | D = -1.5%

5. COC(=O)C1=C(c2cccc(OC)c2OC)C[C@@H]2CC[C@H]1N2C(=O)NCc1ccc(C(F)(F)F)cc1
  A = / | B = -1.3% | C = -6.3% | D = -3.9%

6. COC(=O)[C@@H](c1ccccc1)C1CCCCN1 (stereo partly specified)
  A = / | B = 5.2% | C = -0.9% | D = -2.6%

7. C=CCN1CC[C@]23c4c5ccc(O)c4O[C@H]2/C(=N/NC(=O)c2ccccc2)CC[C@@]3(O)[C@H]1C5
  A = / | B = 4.1% | C = 1.1% | D = -1.5%&-2.6%

8. Cc1ccc(S(=O)(=O)N2Cc3ccccc3-n3nncc3C2)cc1
  A = / | B = 5.6% | C = 0.9% | D = -1.7%

9. CCC(=O)OC(Cc1ccccc1)(c1ccccc1)[C@H](C)CN(C)C (stereo partly specified)
  A = / | B = 5.5% | C = 0.8% | D = -1.8%

10. CCOC(=O)c1ccccc1C(=O)OCC
  A = / | B = -12.9% | C = 3.2% | D = -3.3%&-2.3%

11. c1ccc(CCCN2CCN(CCOC(c3ccccc3)c3ccccc3)CC2)cc1
  A = / | B = 8.9% | C = -7.1% | D = -6.9%&-2.6%&-11.0%&-7.9%

12. N#CC1c2ccccc2-n2nncc2CN1S(=O)(=O)c1ccc(Cl)cc1 (stereo unspecified)
  A = / | B = -4.8% | C = -1.3% | D = -4.0%

13. COC(=O)C1=C(c2cc3ccccc3s2)C[C@@H]2CC[C@H]1N2C(=O)N1CCCCC1
  A = / | B = -0.2% | C = -17.6% | D = -4.1%

14. CCN(CCCl)Cc1ccccc1Br
  A = / | B = 8.7% | C = 1.5% | D = -3.1%&-3.1%

15. COC(=O)C1=C(c2cc3ccccc3s2)C[C@@H]2CC[C@H]1N2C(=O)NC1CC1
  A = / | B = -0.4% | C = 3.8% | D = -2.4%

16. C[C@@]12N[C@@H](Cc3ccccc31)c1ccccc12
  A = / | B = 2.2%&-5.3% | C = 0.6%&-1.1% | D = -3.8%&0.3%

17. CC(C)=CC1C(C(=O)OCc2cccc(Oc3ccccc3)c2)C1(C)C (stereo unspecified)
  A = -26.4 | B = / | C = / | D = -1.2%

18. C[C@H]1CNCCc2ccc(Cl)cc21
  A = -9.9 | B = / | C = / | D = -2.9%

19. O=C(Nc1ccccc1-c1ccc(Cl)cc1)c1cccnc1Cl
  A = -22.0 | B = / | C = / | D = -3.0%&-3.3%

20. Nc1ccccc1C(=O)O
  A = 6.6 | B = / | C = / | D = -3.2%

21. C[C@]12C=CC(=O)C=C1CC[C@@H]1[C@@H]2CC[C@@]2(C)[C@H]1CC[C@]2(C)O
  A = 13.1 | B = / | C = / | D = -4.6%

22. Cc1ncsc1CCCl
  A = -9.8 | B = / | C = / | D = -1.1%&-3.3%&-0.2%

23. CN1C[C@@H](NS(=O)(=O)N(C)C)C[C@@H]2c3cccc4c3c(cn4C)C[C@H]21
  A = -5.8 | B = / | C = / | D = -4.3%

24. CCC1(CCC(C)C)C(=O)NC(=O)NC1=O
  A = 5.9 | B = / | C = / | D = -3.2%

25. CC(C)(O)C(Cl)(Cl)Cl
  A = -5.0 | B = / | C = / | D = 2.4%&-4.0%

Looked up above:
C[C@H]1CNCCc2ccc(Cl)cc21 in Glioma ERSR ind is entered as -2.9%
Cc1ncsc1CCCl in RXFP1 antagonist is entered as -9.8
CCN(CCCl)Cc1ccccc1Br in Glioma ERSR ind is entered as -3.1%&-3.1%
CCOC(=O)[C@@H]1[C@H]2COc3ccc(Br)cc3[C@H]2N2C(=O)N(c3cccc(C)c3)C(=O)[C@]12C in Vif-APOBEC3G blk is entered as -11.0%
CCC(=O)OC(Cc1ccccc1)(c1ccccc1)[C@H](C)CN(C)C (stereo partly specified) in Vif-APOBEC3G blk is entered as 0.8%
Cc1ccc(S(=O)(=O)N2Cc3ccccc3-n3nncc3C2)cc1 in Glioma ERSR ind is entered as -1.7%
C=C(C)[C@@H]1[C@H]2OC(=O)[C@H]1[C@]1(O)C[C@H]3O[C@]34C(=O)O[C@H]2[C@]14C in Glioma ERSR ind is entered as -2.8%

(more compounds)
Screens by letter: A = RXFP1 antagonist; B = Vif-APOBEC3F blk; C = Vif-APOBEC3G blk; D = Glioma ERSR ind
26. COC1CC(=C(c2cccs2)c2cccs2)C[N+](C)(C)C1 (stereo unspecified)
  A = 2.3 | B = / | C = / | D = -3.9%

27. CC(C)(C)OC(=O)c1ncn2c1[C@@H]1CCCN1C(=O)c1c(Br)cccc1-2
  A = -30.0 | B = / | C = / | D = -0.5%&-2.4%

28. CCC1CC2CC3c4[nH]c5ccc(OC)cc5c4CCN(C2)C13 (stereo unspecified)
  A = -30.8 | B = / | C = / | D = -5.0%

29. C=C(C)[C@H]1Cc2c(ccc3c2O[C@@H]2COc4cc(OC)c(OC)cc4[C@@H]2C3=O)O1
  A = -36.5 | B = / | C = / | D = -5.8%&-4.3%&-7.4%

30. CN1CCc2cc(Cl)c(O)cc2[C@H]2c3ccccc3CC[C@@H]21
  A = 12.2 | B = / | C = / | D = -4.2%

31. CC1N=C(N)OC1c1ccccc1 (stereo unspecified)
  A = 7.3 | B = / | C = / | D = -1.7%

32. CCCOC(=O)Cc1ccc(OCC(=O)N(CC)CC)c(OC)c1
  A = -11.4 | B = / | C = / | D = -2.9%

33. CC(C)(C)CC(C)(C)c1ccc(O)cc1
  A = 13.7&-30.3 | B = / | C = / | D = -11.1%&-8.8%

34. CN(C)CCc1c[nH]c2ccc(O)cc12
  A = -14.0 | B = / | C = / | D = -3.6%

35. O=C(N/N=C/c1ccc([N+](=O)[O-])o1)c1cc([N+](=O)[O-])cc([N+](=O)[O-])c1O
  A = -25.5 | B = / | C = / | D = ?

36. Oc1ccc([C@H]2CNCc3c2ccc(O)c3O)cc1O
  A = 9.1 | B = / | C = / | D = -3.8%

37. CC(=O)[C@H]1CC[C@H]2[C@@H]3CC[C@H]4C[C@](C)(O)CC[C@]4(C)[C@H]3CC[C@]12C
  A = -31.1 | B = / | C = / | D = -3.8%&-5.4%

38. CCCC(C)C1(CC)C(=O)N=C(S)NC1=O (stereo unspecified)
  A = -2.3 | B = / | C = / | D = -2.8%

39. O=C(O)CCCCCCNC1c2ccccc2CCc2ccccc21
  A = -2.2 | B = / | C = / | D = -4.2%

40. O=NN(CCCl)C(=O)NC1CCCCC1
  A = 5.9 | B = / | C = / | D = ?

41. CCOC(=O)NC(C)(C)Cc1ccc(Cl)cc1
  A = -1.7 | B = / | C = / | D = -4.2%

42. O=C1c2ccccc2C(=O)C1C(=O)C(c1ccccc1)c1ccccc1
  A = -13.6 | B = / | C = / | D = -2.4%

43. C[C@H](N)C(=O)c1ccccc1
  A = 14.2 | B = / | C = / | D = -4.0%&-3.1%

44. CCN(CC)C(=O)[C@@H]1C=C2c3cccc4[nH]cc(c34)C[C@H]2N(C)C1
  A = 8.3 | B = / | C = / | D = -2.0%&-2.9%

45. CCOC(=O)c1ncn2c1CN(C)C(=O)c1c(I)cccc1-2
  A = -13.0 | B = / | C = / | D = -3.3%

46. Cc1cccc(Cc2cnc[nH]2)c1C
  A = 7.7 | B = / | C = / | D = -4.3%

47. CCN(CC)CCOC(=O)C(C)(c1ccccc1)c1ccccc1
  A = -7.6 | B = / | C = / | D = -6.4%

48. c1ccc(CN2CCNCC2)cc1
  A = 24.6 | B = / | C = / | D = -4.4%

49. CNC(C)Cc1ccccc1OC (stereo unspecified)
  A = 15.7 | B = / | C = / | D = 2.4%&-7.1%

50. COC(=O)C(Cl)C(=O)OC
  A = 7.3 | B = / | C = / | D = 0.0%

51. CCOC(=O)NC(O)C(Cl)(Cl)Cl (stereo unspecified)
  A = -13.5 | B = / | C = / | D = 2.4%

52. C[C@]12CC[C@H](O)CC1=CCC1C2CC[C@]2(C)C(=O)CC[C@@H]12 (stereo partly specified)
  A = -11.2 | B = / | C = / | D = -4.9%&-1.8%

53. CCC1(CC)C(=O)NC(=O)NC1=O
  A = 6.4 | B = / | C = / | D = -3.3%

54. Nc1ccccc1
  A = -4.6 | B = / | C = / | D = -2.1%

55. CC(C)NCC(O)c1ccc(N)c(C#N)c1 (stereo unspecified)
  A = 18.7 | B = / | C = / | D = -2.1%&-3.9%

56. CCC(=O)OC1(c2ccccc2)CCN(C)CC1
  A = 10.3 | B = / | C = / | D = -4.2%

57. CO/C=C(/C(=O)OC)c1ccccc1Oc1cc(Oc2ccccc2C#N)ncn1
  A = -28.1 | B = / | C = / | D = -3.3%

58. Oc1ccc2[nH]cc(CCCCN3CC=C(c4ccccc4)CC3)c2c1
  A = -13.6 | B = / | C = / | D = -5.3%

59. COP(=S)(OC)Oc1cc(Cl)c(Cl)cc1Cl
  A = -10.2 | B = / | C = / | D = -2.6%&-2.9%

60. NC1(c2ccccc2)CCCCC1
  A = 15.9 | B = / | C = / | D = 2.0%

Gathered by group, the compounds so far with a tert-butyl group
Screens by letter: A = RXFP1 antagonist; B = Vif-APOBEC3F blk; C = Vif-APOBEC3G blk; D = Glioma ERSR ind
27. CC(C)(C)OC(=O)c1ncn2c1[C@@H]1CCCN1C(=O)c1c(Br)cccc1-2
  A = -30.0 | B = / | C = / | D = -0.5%&-2.4%

33. CC(C)(C)CC(C)(C)c1ccc(O)cc1
  A = 13.7&-30.3 | B = / | C = / | D = -11.1%&-8.8%

Structures above that contain bromine, in the order listed:
Screens by letter: A = RXFP1 antagonist; B = Vif-APOBEC3F blk; C = Vif-APOBEC3G blk; D = Glioma ERSR ind
3. CCOC(=O)[C@@H]1[C@H]2COc3ccc(Br)cc3[C@H]2N2C(=O)N(c3cccc(C)c3)C(=O)[C@]12C
  A = / | B = -3.2% | C = -11.0% | D = -5.1%

14. CCN(CCCl)Cc1ccccc1Br
  A = / | B = 8.7% | C = 1.5% | D = -3.1%&-3.1%

27. CC(C)(C)OC(=O)c1ncn2c1[C@@H]1CCCN1C(=O)c1c(Br)cccc1-2
  A = -30.0 | B = / | C = / | D = -0.5%&-2.4%
